USP1 inh: blocks the human USP1/UAF1 deubiquitinase complex; O94782; recombinant USP1/UAF1, Ub-Rhodamine cleavage fluorescence; Potency, µM (doses to about 57.1 µM), for inactives: at the highest dose activity change, negative = inhibition, most hits filed as inhibitors; 390,000 compounds, 0.23% hits; AID 743255; note: % is set by controls: 0 for no effect and ±100 for the full control effect; nearly all actives have a fitted effect of over 60% in size; inactives centre near -12
Target sequence (O94782 whole entry, looked up): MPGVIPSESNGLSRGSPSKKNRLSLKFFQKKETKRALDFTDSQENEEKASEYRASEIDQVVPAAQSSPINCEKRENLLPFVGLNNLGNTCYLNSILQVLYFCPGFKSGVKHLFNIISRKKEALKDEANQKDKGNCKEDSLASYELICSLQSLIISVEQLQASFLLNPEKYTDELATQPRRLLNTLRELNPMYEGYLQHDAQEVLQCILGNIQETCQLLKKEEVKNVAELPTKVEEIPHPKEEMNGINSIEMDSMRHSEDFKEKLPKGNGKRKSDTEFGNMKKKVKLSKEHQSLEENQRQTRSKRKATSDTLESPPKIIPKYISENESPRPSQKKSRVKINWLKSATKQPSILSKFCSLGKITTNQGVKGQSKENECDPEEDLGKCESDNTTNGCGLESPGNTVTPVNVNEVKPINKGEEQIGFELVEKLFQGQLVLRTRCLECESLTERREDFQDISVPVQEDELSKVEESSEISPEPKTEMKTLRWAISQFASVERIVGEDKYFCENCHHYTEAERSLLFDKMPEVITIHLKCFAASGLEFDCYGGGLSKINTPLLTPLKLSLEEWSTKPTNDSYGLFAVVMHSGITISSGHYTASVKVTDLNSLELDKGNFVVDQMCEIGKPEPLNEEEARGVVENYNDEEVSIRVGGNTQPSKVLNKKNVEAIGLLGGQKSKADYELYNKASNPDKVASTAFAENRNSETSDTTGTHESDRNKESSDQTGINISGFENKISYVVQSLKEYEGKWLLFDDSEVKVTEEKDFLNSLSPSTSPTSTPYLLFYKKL
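High-throughput fluorogenic screen: 1nM USP1/UAF1 complex, Ub-Rho substrate 150nM final, 50mM HEPES pH 7.8 with 0.5mM EDTA, 0.1 mg/ml BSA, 1mM TCEP and 0.01% Tween-20.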
TrxR1 substrate: substrates of rat thioredoxin reductase 1. 390,000 compounds, 0.01% hits. purified TrxR1 substrate turnover, NADPH consumption readout. Potency, µM (titrated, usually from 114 µM), without a hit: top-dose activity change, negative = substrate turnover; note: % is set by controls: 0 for no effect and ±100 for the full control effect; nearly all actives have a fitted effect of over 50% in size
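Rat TrxR1, dispensed at 90 nM, was prereduced with 400 uM NADPH (final) for 5 min at ~22 deg C, then incubated with compound 15 min before 400 uM selenite. A first-read NADPH fluorescence drop versus no-compound background flagged substrates.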
ALOX12 inh: ALOX12 (human) lipoxygenase inhibition; AID 1671190; purified 12hLO, xylenol orange hydroperoxide absorbance; Potency, µM (titrated, usually from 108 µM), for the others: top-dose activity change, negative = inhibition, hits mostly inhibitors; 580,000 compounds, 1.1% hits; note: % is set by controls: 0 for no effect and ±100 for the full control effect
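Purified human 12hLO at 150 nM in 25 mM Hepes, 0.01% Triton X-100, pH 7.0, preincubated 15 min at room temperature with compound. Reaction started with 40 uM arachidonic acid, 30 min at room temperature. Hydroperoxide measured by Fe-xylenol orange, 573/405 nm absorbance ratio.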
RGS4 inh: human RGS4 inhibition. AID 504845. Potency, µM (titrated, usually from 114 µM), for inactives: top-dose activity change, negative = inhibition, usual class: inhibitors. Transcreener GDP fluorescence polarization, RGS4-accelerated GTP hydrolysis. 390,000 compounds, 0.039% hits. P49798; note: % is set by controls: 0 for no effect and ±100 for the full control effect; nearly all actives have a fitted effect of over 75% in size; some results filed as inactive show a strong effect at the top dose
Target sequence (P49798 whole entry, looked up): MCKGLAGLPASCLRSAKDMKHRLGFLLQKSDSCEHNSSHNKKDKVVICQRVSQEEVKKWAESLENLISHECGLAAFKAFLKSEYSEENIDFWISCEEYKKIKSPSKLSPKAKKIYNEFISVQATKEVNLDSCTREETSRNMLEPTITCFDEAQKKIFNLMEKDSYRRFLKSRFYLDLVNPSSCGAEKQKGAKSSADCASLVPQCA
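MLSMR compounds (23 nl, pin-transferred) preincubated 10 min at room temperature with a 500nM (2x) first reagent, then RGS4 at 900nM (2x) plus Transcreener GDP mix added; fluorescence polarization (620/688 nm) read before and after 90 min at 30 °C.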
RXFP1 ag: RXFP1 (human) receptor agonism. 370,000 compounds, 0.3% hits. HEK293T-RXFP1 cAMP TR-FRET, 30 min; response scale: percent of porcine relaxin response, buffer zero. Q9HBX9. Potency, µM (highest dose often 57.5 µM), for inactives: top-dose activation, usual class: activators; note: % is set by controls: 0 for no effect and ±100 for the full control effect; nearly all actives have a fitted effect of over 60% in size; many of its hits are not listed in these tables
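HEK293 cells stably expressing RXFP1, treated 30 min at 37C with compounds plus PDE4 inhibitor Ro 20174; cAMP measured by HTRF TR-FRET. Normalized to buffer and 29 nM porcine relaxin; EC50 by Hill fit.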
IDH1 R132H inh: blocks human mutant IDH1 R132H enzyme. Potency, µM (series often up to 76.6 µM), without a hit: top-dose activity change, negative = inhibition, actives largely listed as inhibitors. IDH1-R132H enzyme, NADPH consumption, diaphorase/resazurin fluorescence. AID 602179. 390,000 compounds, 0.093% hits. O75874; note: % is set by controls: 0 for no effect and ±100 for the full control effect; nearly all actives have a fitted effect of over 65% in size
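IDH1-R132H (0.5 ug/mL dispensed) in pH 7.5 Tris buffer was preincubated 30 min with compound, then given a substrate mix of 0.016 mM NADPH and 2 mM alpha-KG for 80 min at room temperature; remaining NADPH was read by diaphorase/resazurin fluorescence.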
rTrxR1 inhibitor: rat TrxR1 inhibition. recombinant rTrxR1, NADPH fluorescence consumption, selenite substrate. O89049. 390,000 compounds, 1% hits. AID 588453. Potency, µM (top dose mostly 114 µM), for inactives: at the highest dose activity change, negative = inhibition, actives largely listed as inhibitors; note: % is set by controls: 0 for no effect and ±100 for the full control effect; nearly all actives have a fitted effect of over 65% in size
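Rat TrxR1 (90 nM in the dispensed reagent) was pre-reduced with 400 uM NADPH for 5 min at room temperature, then incubated with compound for 15 min. After 400 uM selenite was added, NADPH fluorescence (Ex 340/Em 450 nm) was followed for 8 min.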
Vif-A3G inh: blocks the Vif interaction with human APOBEC3G | Q9HC16 | HeLa A3G-eYFP + Vif (tagged APOBEC3G with the HIV-1 protein that degrades it), YFP fluorescence, overnight | Potency, µM (top dose mostly 46.1 µM), inactives show at the top dose activity, negative = active, hits mostly inhibitors | AID 602310 | 410,000 compounds, 0.076% hits;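 note: % is set by controls: 0 for no effect and ±100 for the full control effect; nearly all actives have a fitted effect of over 60% in size; hits raise eYFP signal because A3G escapes Vif-driven loss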
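Read-out is eYFP fluorescence (Ex 488/Em 500-530) from Vif-expressing HeLa A3G-eYFP cells; more signal means A3G escaped Vif-mediated degradation. Cells plated overnight, compound pinned in, incubated overnight at 37 deg C.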
Vif-APOBEC3F blk: inhibitors of Vif-A3F interaction; HeLa A3F-eYFP + Vif (tagged APOBEC3F with the HIV-1 protein that degrades it), YFP fluorescence increase; Potency, µM (titrated, usually from 46.1 µM), for inactives: top-dose activity, negative = active; 390,000 compounds, 0.2% hits; AID 602313; note: % of control where 0% means no effect; nearly all actives have a fitted effect of over 65% in size
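HeLa cells stably expressing Vif plus C-terminally eYFP-tagged A3F were seeded, incubated overnight at 37 deg C, dosed with compound, incubated overnight again at 37 deg C. Yellow fluorescence (Ex 488/Em 500-530) reported blocked Vif-mediated A3F-eYFP degradation.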
Starred values were filed as active, the others as inactive; ? = inconclusive; · = not tested or not shown; [ ] = dose if it differs, or a comment. Calls come from the whole dose curve; as a rule, active = well fitted curve in the direction sought with a large enough effect; inconclusive = small, poorly fitted or top-dose-only effect, or another doubt; inactive = no such curve, though single readings can be large; an effect the other way counts as inactive or inconclusive. Potency is the fitted concentration of half-maximal effect.

Preview (2 entries):
SMILES	USP1 inh	TrxR1 substrate	ALOX12 inh	RGS4 inh	RXFP1 ag	IDH1 R132H inh	rTrxR1 inhibitor	Vif-A3G inh	Vif-APOBEC3F blk
Cc1n[nH]c(C)c1NC(=O)CSc1nnnn1-c1cccc(F)c1	-8%	1%	-16%	13%	·	10%	3%	-7%	0%
O=C(c1cc(S(=O)(=O)N2CCOCC2)ccc1F)N1CCN(Cc2ccccc2)CC1	-13%	7%[57.1 µM]	25%	-21%	2.0%	2%	-23%[57.1 µM]	-1%	0%

Results (from the top)
SMILES	USP1 inh	TrxR1 substrate	ALOX12 inh	RGS4 inh	RXFP1 ag	IDH1 R132H inh	rTrxR1 inhibitor	Vif-A3G inh	Vif-APOBEC3F blk
Cc1n[nH]c(C)c1NC(=O)CSc1nnnn1-c1cccc(F)c1	-8%	1%	-16%	13%	·	10%	3%	-7%	0%
O=C(c1cc(S(=O)(=O)N2CCOCC2)ccc1F)N1CCN(Cc2ccccc2)CC1	-13%	7%[57.1 µM]	25%	-21%	2.0%	2%	-23%[57.1 µM]	-1%	0%
Cn1nc(C(=O)Nc2ccc(Cl)cc2)cc1C(=O)Nc1ccc(Cl)cc1	-11%	1%	?	-8%	15%	-5%	16%	3%	1%
O=C(Nc1ccccc1N1CCCCC1)c1ccc(Cl)cc1	-13%	9%[57.1 µM]	21%	1%	2.3%	5%	21%[57.1 µM]	0%	14%
O=C(C1CCC1)N1CCN(Cc2ccccc2)CC1	-16%	-4%	0%	-2%	1.8%	6%	-7%	2%	7%
Cc1cc(Cl)c2oc(C(=O)N3CCN(c4ccncc4)CC3)c(C)c2c1	-10%	-6%	-11%	16%	·	-20%	-4%	-13%	-18%
Cn1ncc2c(=O)[nH]c(N)nc21	-20%	11%	9%	14%	·	0%	20%	0%	-9%
OCCCNC(=S)Nc1ccc2nc(-c3ccccn3)c(-c3ccccn3)nc2c1	-13%	12%	-5%	-19%	4.1%	5%	?	-1%	-10%
CCOc1ccc(NC(=O)C2CCN(S(=O)(=O)CC)CC2)cc1	-16%	-1%	19%	0%	1.0%	-2%	12%	0%	-1%
O=C(NC1CCCCC1)C1CCCN1S(=O)(=O)c1ccc(F)cc1 (stereo not given)	-3%	-1%	-20%	-8%	0.4%	-3%	10%	0%	-1%
N#Cc1c(/N=C/c2ccc(-c3ccccc3C(=O)O)o2)sc2c1CCCC2	-18%	-17%	?	-20%	0.0%	19%	?	0%	8%
COc1cccc(-n2c(SCC(=O)N3CCCc4ccccc43)nc3c([nH]c4ccccc43)c2=O)c1	-22%	5%[57.1 µM]	-5%	2%	2.7%	-8%	18%[57.1 µM]	-3%	-6%
Cc1c(NC(=O)c2c(N)sc3c2CCCC3)c(=O)n(-c2ccccc2)n1C	-18%	7%	?	-50%	0.2%	10%	?	4%	-9%
COc1ccc(-c2nn3c(=O)cc(CN4CCN(C(=O)c5ccc(C(C)(C)C)cc5)CC4)nc3s2)cc1	-25%	4%[57.1 µM]	-22%	0%	13%	0%	22%[57.1 µM]	-2%	-5%
Cc1ccc(C)c(N2CCN(C(=O)c3cnn(C(C)(C)C)c3C3CCN(C(=O)OC(C)(C)C)CC3)CC2)c1	?	-7%	-10%	-11%	-2.4%	-13%	7%	1%	-3%
CCN(CC)C(=O)CSc1nnc(-c2ccccn2)n1-c1ccccc1OC	-26%	2%	25%	-8%[56.9 µM]	-0.7%	0%	19%	-2%	3%
O=C(c1ccc(Cl)cc1)C1C2C(=O)N(c3ccccc3)C(=O)C2C2CCCN21 (stereo not given)	-7%	-10%	5%	-5%[11.4 µM]	-0.5%	1%	6%[57.1 µM]	-1%	2%
O=C(NCc1ccccc1)c1nn(-c2ccccc2)nc1CO	-9%	2%	-15%	-2%	3.8%	15%	17%	5%	1%
O=C(/C=C/c1ccc(S(=O)(=O)N2CCOCC2)cc1)NCc1ccccc1	-18%	-2%	6%	-40%	-1.7%	6%	15%	0%	3%
CCCCOC(=O)CSc1nc2ccccc2o1	-11%	-4%[57.1 µM]	216%[activator]	8%	-4.0%	-1%	6%[57.1 µM]	2%	6%
COc1ccccc1-c1noc(CSc2nc3ccc(C)cc3[nH]2)n1	-15%	-4%	1%	20%	1.1%	0%	17%	-3%	2%
CCOC(=O)c1ccc(NC(=S)NCCc2ccc(F)cc2)cc1	-3%	-3%[57.1 µM]	?	-18%	-2.2%	2%	-3%[57.1 µM]	-11%	-3%
O=C(Nc1ccc(Br)cc1)N1CCc2ccccc2C1	-15%	2%	0%	-17%	3.2%	21%	7%	0%	-2%
COc1ccccc1-c1nnc(SCC(=O)NCc2ccco2)n1N	-10%	5%[57.1 µM]	0%	4%	-1.8%	11%	25%[57.1 µM]	-1%	-6%
Cc1onc(-c2ccccc2Cl)c1C(=O)Nc1cccnc1	-9%	-11%	-17%	-13%	0.9%	3%	2%	0%	0%
CCOC(=O)N/N=C1\CC(C)CC(C)(C)C1 (stereo not given)	-3%	3%[57.1 µM]	12%	-3%	4.1%	1%	12%[57.1 µM]	0%	-13%
COc1ccc(CNC(=O)C(=O)NCC2CCCO2)cc1 (stereo not given)	-19%	12%[57.1 µM]	-1%	-35%[11.4 µM]	1.3%	7%	-3%	-3%	-6%
COc1ccc(S(=O)(=O)Nc2cccc(-c3ccc4nncn4n3)c2)cc1F	-3%	-1%	-19%	-11%	0.7%	2%	10%	?	-4%
COC(=O)c1c(NC(=O)COC(=O)c2ccc(Cl)nc2)sc(C)c1C	-14%	3%	-1%	16%	1.8%	-1%	9%	1%	-9%
Cc1sc2ncnc(N3CCC(C(=O)N(CC(C)C)c4nc5ccccc5s4)CC3)c2c1C	-12%	-7%	-11%	-33%	-0.3%	2%	-4%	3%	-16%
N/C(=N\NC(=O)c1ccc(Cl)cc1)c1cnccn1	-14%	-2%	205%[activator]	-15%	1.6%	0%	4%	0%	0%
CCSC1=C(C#N)C(c2ccc(C)o2)CC(=O)N1 (stereo not given)	-14%	4%	-3%	-11%	0.1%	0%	-2%[57.1 µM]	2%	4%
Cc1ccc(SCCNC(=O)c2ccccc2F)cc1	-12%	-3%	10%	5%	1.0%	-4%	11%	-4%	6%
CC(C)S(=O)(=O)C/C(N)=N/OC(=O)c1cc(Cl)cc(Cl)c1	-13%	-5%[57.1 µM]	-13%	-25%	3.2%	2%	15%	-3%	4%
CCOc1ccc(-n2nc(CO)c(C(=O)NCc3cccnc3)n2)cc1	9%	141%[activator]	-6%	-8%	3.6%	7%	37%[activator]	-6%	3%
Cc1ccc(N2CC(C(=O)Nc3ccccc3N3CCCC3)CC2=O)cc1 (stereo not given)	-20%	0%	-9%	-3%	-2.1%	0%	3%	-18%	2%
CCN(CC(=O)Nc1ccc(OC)cc1)C(=O)Cc1ccsc1	-6%	-2%	11%	21%	1.0%	1%	8%	1%	1%
O=C(CCN1C(=O)c2ccccc2C1=O)N1CCN(Cc2ccc(Cl)cc2Cl)CC1	-7%	5%[57.1 µM]	-11%	11%	1.0%	7%	-25%[57.1 µM]	5%	-20%
O=C(NCCc1ccccc1)/C(=C\c1ccc([N+](=O)[O-])cc1)NC(=O)c1ccc(Br)cc1	-2%	-15%	-16%	20%	0.8%	-5%	-15%	0%	6%
COc1ccc(C(CNC(=O)COc2ccc(Cl)c(C)c2)N2CCCCC2)cc1 (stereo not given)	-16%	5%	-18%	2%	-3.0%	4%	21%	4%	9%
COCCCNC(=O)CCCn1c(SCC(=O)c2ccc(F)cc2)nc2c(sc3ccccc32)c1=O	-5%	0%	-4%	-4%	0.8%	-5%	18%	3%	2%
COc1ccc2c(c1)sc(=N)n2CC(=O)Nc1cc(C)cc(C)c1	-25%	10%[57.1 µM]	?	21%	1.1%	2%	19%[11.4 µM]	-1%	?
O=C(c1ccccc1)c1ccccc1NC(=O)c1ccccc1C(=O)O	-10%	-1%	5%	-1%	0.8%	8%	1%	2%	-18%
Cc1ccc(C(=O)N2CCCC(CCC(=O)NCc3ccc(F)c(F)c3)C2)cn1 (stereo not given)	-10%	-3%	3%	-2%	-0.2%	-1%	-4%	0%	6%
Cc1nc2n(c(=O)c1CCN1CCC(c3noc4cc(F)ccc34)CC1)CCCC2O (stereo not given)	·	-2%[57.1 µM]	-9%	1%[56.9 µM]	·	·	-11%[57.1 µM]	·	·
Cc1csc(=Nc2ccccc2)n1CCCN1CCCC1=O	-9%	-5%[57.1 µM]	-17%	-37%	-3.6%	4%	25%[57.1 µM]	2%	9%
Cc1ccc(S(=O)(=O)c2nc(-c3ccccc3)oc2N2CCN(c3ccccc3)CC2)cc1	-8%	8%	-17%	8%	0.3%	1%	23%	1%	7%
O=C(Nc1nccs1)c1cc(N2CCOCC2)nc2ccccc12	-7%	-5%	0%	-16%	1.7%	13%	18%[0.457 µM]	0%	-2%
Cc1ccc(C(=O)Nc2cc3c(cc2C)n(C)c(=O)c(=O)n3C)cc1	10%	7%[57.1 µM]	2%	10%	18%	·	24%[57.1 µM]	·	·
Cc1ccc(CNC(=O)C2CCN(S(=O)(=O)c3c(C)noc3/C=C/c3c(C)cc(C)cc3C)CC2)cc1	-17%	-3%[57.1 µM]	-18%	14%	0.8%	-16%	22%[57.1 µM]	9%	-6%
CC(C)(C)NC(=O)NC(=O)COC(=O)CCCc1c[nH]c2ccccc12	1%	6%[57.1 µM]	?	7%	-0.1%	2%	3%[57.1 µM]	3%	4%

High-throughput results (PubChem)

A portion of the library; the hit share may differ from the screen's.
